OXTR ag = human OXTR agonism | CHO-OTR cells, Fluo-8 calcium fluorescence; normalized: DMSO 0%, oxytocin 100% | activation, % at 3 µM | P30559 | hit rate 0.32% among 320,000;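 active = activation above the mean of all tested compounds plus 3 SD, cutoff set per screening run, cut at about 20% in these data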;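 note: peak over basal fluorescence ratio from a 100 s FLIPR kinetic read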
Target sequence (P30559 whole entry, looked up): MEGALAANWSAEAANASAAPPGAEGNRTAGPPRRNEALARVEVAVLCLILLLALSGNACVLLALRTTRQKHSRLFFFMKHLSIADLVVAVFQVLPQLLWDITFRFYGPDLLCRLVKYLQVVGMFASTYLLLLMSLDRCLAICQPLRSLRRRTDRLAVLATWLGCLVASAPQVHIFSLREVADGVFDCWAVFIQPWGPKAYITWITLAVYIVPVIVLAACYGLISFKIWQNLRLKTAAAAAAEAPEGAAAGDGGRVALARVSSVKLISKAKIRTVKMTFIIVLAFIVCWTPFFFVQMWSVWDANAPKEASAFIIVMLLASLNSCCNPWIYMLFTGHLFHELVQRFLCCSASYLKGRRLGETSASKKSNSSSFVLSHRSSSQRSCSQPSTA
V1aR counter = activates human V1a receptor in oxytocin agonist counter-screen | hit rate 0.25% among 320,000 | AID 2797 | CHO-V1R cells, Fluo-8 calcium fluorescence, agonist mode; 0% DMSO, 100% 3 nM vasopressin | activation, % at 3 µM;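 active = activation above the mean activation of all tested compounds plus 3 SD, per screening run, cut at about 20% in these data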;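 note: signal is peak over basal fluorescence ratio across a 100 second FLIPR read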
MEKK3 PB1 HTS = MEKK3-MEK5 PB1 interaction, increase or decrease. binding response (% of control), % at 10 µM. bead-based flow cytometry, Alexa488-MEK5 binding to MEKK3; actives lie on both sides; 0 = blocked by unlabeled MEK5, 100 = vehicle. Q99759. hit rate 1.4% among 290,000. AID 1529;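 active = binding response more than 3 SD above or below the average of its plate-row segment, actives on both sides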;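 note: Alexa488 bead fluorescence after subtracting the streptavidin-only scavenger bead signal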
NALP1 yeast inh = inhibitors of NALP1 inflammasome in yeast | inhibition, % at 10 µM | hit rate 0.61% among 280,000 | S. cerevisiae NALP1/ASC/caspase-1 growth, X-gal OD620, 72 h; in the data active = inhibition mostly above about 24%, no sharp cut-off; inactive = mostly below about 32%; note: some compounds called inactive have numbers as strong as hits
PHOSPHO1 block = inhibitors of human PHOSPHO1 phosphatase. hit rate 1.1% among 290,000. recombinant PHOSPHO1, absorbance phosphatase assay. Q8TCT1. inhibition, % at 13.3 µM. AID 1565; in the data active = inhibition above about 60%
MEKK2 WT-MEK5 = raises or lowers MEK5 binding to wildtype human MEKK2 PB1 domain; Q9Y2U5; bead flow cytometry, Alexa488-MEK5 binding to MEKK2 WT; actives lie on both sides; binding response (% of control), % at 10 µM; hit rate 1.1% among 290,000; in the data active = binding response below about 67% or above about 130%
GalR3 antagonist = human GalR3 antagonism | AID 651719 | inhibition, % at 3 µM | HEK293 GalR3-CNG cAMP membrane potential fluorescence; galR3 body fused to GalR1 C-terminus | O60755 | hit rate 0.44% among 360,000;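 active = inhibition above the screen-wide average plus 3 SD, cut at about 13% in these data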;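 note: forskolin and galanin both at EC90 stimulate the cells; cAMP rise reported by CNG channel membrane potential dye signal; 0% = forskolin plus galanin with DMSO and 100% = forskolin alone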
Target sequence (O60755 1-299 limits assumed): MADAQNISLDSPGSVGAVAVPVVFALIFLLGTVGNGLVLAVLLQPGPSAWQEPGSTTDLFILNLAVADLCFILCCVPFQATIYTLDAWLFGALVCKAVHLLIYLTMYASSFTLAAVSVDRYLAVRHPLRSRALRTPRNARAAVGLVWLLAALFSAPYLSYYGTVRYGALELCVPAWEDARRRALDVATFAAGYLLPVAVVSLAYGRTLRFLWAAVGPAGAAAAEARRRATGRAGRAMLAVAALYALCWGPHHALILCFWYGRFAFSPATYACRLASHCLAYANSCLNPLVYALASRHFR
MEKK2 mut-MEK5 = signal of MEK5 binding to mutant human MEKK2 PB1 domain | hit rate 0.35% among 290,000 | percent response, % at 10 µM | AID 1530 | bead flow cytometry, Alexa488-MEK5 binding to MEKK2 mutant; in the data active = percent response above about 24%, passing the limit was not always enough; note: inactives centre near 1; some results filed as inactive read as strong as hits; reference of the scale not given here
GPR7 antag = human neuropeptides B/W receptor 1 antagonism | P48145 | GPR7-expressing cells, fluorescence antagonist assay | inhibition, % at 4.4 µM | hit rate 1.1% among 290,000 | AID 1861; in the data active = inhibition above about 16%, passing the limit was not always enough;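 note: cells stimulated with the agonist NPW; 0% = agonist with vehicle and 100% = vehicle without agonist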
Target sequence (P48145 whole entry, looked up): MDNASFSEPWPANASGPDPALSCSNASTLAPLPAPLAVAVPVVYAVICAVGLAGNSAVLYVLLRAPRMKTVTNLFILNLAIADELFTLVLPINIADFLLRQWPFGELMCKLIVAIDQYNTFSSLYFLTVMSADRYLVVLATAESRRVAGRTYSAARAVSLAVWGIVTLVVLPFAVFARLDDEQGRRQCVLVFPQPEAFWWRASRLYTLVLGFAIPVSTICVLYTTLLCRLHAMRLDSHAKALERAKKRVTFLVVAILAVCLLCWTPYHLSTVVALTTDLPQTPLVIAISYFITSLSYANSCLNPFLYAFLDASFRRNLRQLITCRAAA
* marks the source's active call; other numbers are inactive results; nt = no result given. Outcome played no part in choosing rows, and some 5.4% of all compounds hit somewhere here.

SMILES	OXTR ag	V1aR counter	MEKK3 PB1 HTS	NALP1 yeast inh	PHOSPHO1 block	MEKK2 WT-MEK5	GalR3 antagonist	MEKK2 mut-MEK5	GPR7 antag
Cc1cc(-c2ccccc2)nc(N(C)NC(=O)c2c(F)cccc2F)c1S(C)(=O)=O	2.8	0.6	97.0	-15.4	11.3	102.0	0.7	-4.0	1.0
CCNc1nc(NCC)nc(Oc2ccc(N)cc2)n1	-1.0	0.3	100.0	-19.0	0.3	102.0	-1.4	-1.0	-11.7
Cn1c(CNS(=O)(=O)c2cccc(Cl)c2)cc(=O)n(C)c1=O	0.1	0.8	103.0	-9.6	27.6	99.0	-5.2	2.0	-6.3
CCOC(=O)c1c(NC(=S)Nc2ccc(Cl)cc2)sc(C)c1C	nt	nt	nt	-3.7	35.2	nt	-6.7	nt	0.6
O=S(=O)(Oc1ccccc1C(=S)N1CCOCC1)c1ccc(Cl)cc1	-0.8	-0.7	107.0	1.2	4.2	109.0	-3.2	7.0	-7.4
CCCCCOc1ccccc1C(=O)NCCCC(=O)O	-0.3	0.5	103.0	10.4	-4.1	106.0	-1.4	6.0	-1.8
CC(=O)N(Cc1ccc(Br)cc1)c1ccccc1C(=O)O	0.0	-0.6	98.0	14.0	10.6	96.0	4.7	0.0	-6.8
CC(CN1CCC(n2nccc2NC(=O)C2CCCC2)CC1)c1ccccc1 (configuration not stated)	0.4	1.2	101.0	5.8	22.6	107.0	-2.5	5.0	-12.8
CN(C)CCNC(=O)C(=O)Nc1cc2c3c(c1)CCC(=O)N3CCC2	-0.4	0.1	97.0	25.4	45.3	96.0	-6.5	1.0	-6.2
COc1ccc2c(C)c(C(=O)N3CCN(Cc4ccccc4)CC3)oc2c1	nt	nt	109.0	-1.5	44.0	108.0	-2.0	13.0	-1.7
COc1ccc(-n2nc(C(=O)NCC(=O)N3CCCCCC3)c3ccccc3c2=O)c(OC)c1	-0.3	0.9	100.0	1.7	45.2	97.0	-6.3	-5.0	-15.1
O=C1CC2(CCCCC2)Oc2ccccc21	-1.0	0.1	100.0	nt	nt	102.0	-3.5	0.0	nt
O=C(Nc1ccc2c(c1)OCO2)c1cnccn1	0.1	-0.2	101.0	14.8	4.4	96.0	-8.7	2.0	2.8
Cc1ccc2c(CNCc3ccco3)cc(=O)oc2c1	-0.3	0.8	105.0	2.3	4.9	106.0	-5.3	7.0	-3.2
CC(=O)Nc1ccc(NC(=O)CSc2ccc(C)cc2)cc1	0.5	0.4	105.0	13.1	6.7	108.0	-7.3	5.0	-1.6

Quoted at random: 2 records from the list
SMILES	OXTR ag	V1aR counter	MEKK3 PB1 HTS	NALP1 yeast inh	PHOSPHO1 block	MEKK2 WT-MEK5	GalR3 antagonist	MEKK2 mut-MEK5	GPR7 antag
CN(C)CCNC(=O)C(=O)Nc1cc2c3c(c1)CCC(=O)N3CCC2	-0.4	0.1	97.0	25.4	45.3	96.0	-6.5	1.0	-6.2
CCCCCOc1ccccc1C(=O)NCCCC(=O)O	-0.3	0.5	103.0	10.4	-4.1	106.0	-1.4	6.0	-1.8

(list continues)
SMILES	OXTR ag	V1aR counter	MEKK3 PB1 HTS	NALP1 yeast inh	PHOSPHO1 block	MEKK2 WT-MEK5	GalR3 antagonist	MEKK2 mut-MEK5	GPR7 antag
COc1ccc(/C=C2\NC(=O)C(C=NCc3ccccc3)=C2O)cc1	-0.1	1.8	97.0	26.1	-1.5	100.0	-3.0	-1.0	2.9
CCN(CC(=O)Nc1ccc(N2CCOCC2)cc1)CC(=O)NC(C)(C)C	0.0	0.0	103.0	10.3	18.8	103.0	-2.6	10.0	-11.0
Cc1cccc(CNC(=O)CCn2ccc3cc(S(=O)(=O)N4CCCC4)ccc32)c1	-0.8	-0.7	97.0	10.8	43.7	97.0	1.6	1.0	1.6
COc1ccc(CCNC(=O)C2CCCN(S(=O)(=O)N3CC(C)CC(C)C3)C2)cc1OC (configuration not stated)	-1.4	1.3	106.0	3.0	7.9	105.0	-1.6	11.0	9.6
Cn1c(=O)c2c(ncn2CC(=O)N2CCc3ccccc3C2)n(C)c1=O	0.4	0.2	95.0	-19.0	11.1	95.0	-3.8	-2.0	-1.4
CC(C)c1nc(N2CCOCC2)c(C#N)c2c1CCCC2	-2.6	-1.2	102.0	16.0	25.1	100.0	-0.8	-2.0	-12.6
c1ccc2c(CNc3ccc(CNc4ncn[nH]4)cc3)cccc2c1	14.5	10.2	105.0	6.6	-13.3	109.0	-6.0	6.0	2.3
O=C(NCCCn1ccnc1)c1cc2nc(-c3ccc(Br)cc3)cc(C(F)(F)F)n2n1	-2.0	0.1	105.0	-18.1	-3.3	105.0	2.4	1.0	-3.7
C=CCNC(=O)COC(=O)COc1ccc(Cl)cc1C	0.1	-0.6	106.0	4.1	-2.1	102.0	-2.2	1.0	-7.1
COC(=O)/C=c1/s/c(=C(\C#N)C(=O)NCc2ccco2)n(-c2ccccc2)c1=O	-0.4	0.2	93.0	-5.2	27.3	94.0	-3.8	-1.0	19.2
Cc1ccc(NCCC(=O)c2cccc([N+](=O)[O-])c2)cc1	-2.3	-0.2	106.0	nt	-9.3	105.0	-4.3	11.0	6.6
COc1ccc(CNC(=O)C(C)c2ccc([N+](=O)[O-])cc2)cc1 (configuration not stated)	4.1	6.1	99.0	1.7	8.4	99.0	-5.1	-2.0	-1.9
O=C(c1ccco1)N1CCN(C(=O)c2ccc(CS(=O)c3cccc(Cl)c3)o2)CC1 (configuration not stated)	1.9	2.1	97.0	-7.7	52.9	97.0	-3.9	1.0	5.7
O=C(CN1C(=O)C(c2ccc(F)cc2)=NC12CCCC2)Nc1ccc(F)cc1	2.1	7.4	101.0	-3.3	20.3	98.0	nt	-3.0	-6.0
Cc1nn2c(N3CCOCC3)cc(C(C)(C)C)nc2c1-c1ccc(Cl)cc1	nt	nt	106.0	13.4	44.8	100.0	-8.7	3.0	-11.3
CCn1cc(C(=O)NCc2cccs2)c(=O)c2cc(S(=O)(=O)N3CCOCC3)ccc21	1.4	0.1	88.0	15.0	7.8	94.0	-8.9	-23.0	4.3
C=CCNC(=O)CN1CCC(O)(c2ccccc2)CC1	1.2	0.3	69.0	6.0	-4.2	72.0	-7.0	-8.0	-16.9
O=C(CNC(=O)OCc1ccccc1)NC1CCCCCC1	0.3	0.5	86.0	5.8	54.2	103.0	0.7	0.0	6.5
N#CCc1c(C#N)c(N)nc(N2CCN(C=O)CC2)c1C#N	-0.1	1.4	102.0	3.2	-19.1	101.0	-8.5	1.0	-4.3
COCC(C)Nc1ncnc2c1cnn2-c1ccc(Cl)cc1 (configuration not stated)	0.2	-0.2	100.0	-9.2	-7.7	99.0	-1.2	-3.0	5.4
Cc1ccc(C)c(OCCn2cc(/C=C(/C#N)C(=O)NCC3CCCO3)c3ccccc32)c1 (configuration not stated)	2.0	0.1	110.0	15.3	1.4	110.0	-3.7	1.0	-8.6
COC(=O)C(C)Oc1ccc(-c2nccc(-c3ccccn3)n2)cc1 (configuration not stated)	-2.3	-0.8	100.0	-0.4	15.9	98.0	-6.8	7.0	-14.1
O=C(CNC(=O)c1ccc(F)cc1)c1ccccc1	-1.1	-0.4	99.0	3.2	1.0	97.0	-10.5	-8.0	20.9
Cn1c(CO)cnc1S(=O)(=O)Cc1c(Cl)cccc1Cl	0.4	0.3	95.0	-3.8	nt	99.0	-1.6	0.0	7.6
CCOc1ccc(NC(=O)CCC(=O)NNC(=O)c2ccco2)cc1	-0.3	3.8	92.0	9.1	12.7	92.0	-3.6	-4.0	-9.0
CCc1ccc(/C=N/NC(=O)c2cc(-c3ccccc3OC)nc3ccccc23)s1	-1.9	-0.1	103.0	-5.2	18.6	100.0	4.2	-2.0	-12.6
Cc1cc(NC(=O)c2ccccc2F)n(-c2nc3ccccc3[nH]2)n1	-1.9	-0.6	101.0	-11.2	18.2	98.0	-5.2	4.0	-12.8
O=C(CCN1C(=O)C2C3CCC(C3)C2C1=O)Nc1ccc(F)cc1 (configuration not stated)	nt	nt	97.0	9.7	22.5	94.0	-6.5	-1.0	-7.8
Cn1c(=O)cc(SCC(=O)Nc2cccnc2)c2ccccc21	0.6	2.5	96.0	17.0	31.4	98.0	-2.8	-3.0	-4.5
CCN(CC)CCCNc1nc(N)c([N+](=O)[O-])c(NCCO)n1	0.5	0.2	94.0	-32.3	27.7	96.0	-4.7	-17.0	-2.4
C#CC[N+](CC)(CC)CC#Cc1cccc(Cl)c1	0.0	0.5	105.0	-5.6	32.3	108.0	-3.9	5.0	1.8
Cc1cc(Cl)c(S(=O)(=O)Nc2ccc3c(c2)OCO3)cc1OCC(=O)NC1CCCCC1	-1.4	-0.6	100.0	2.2	9.2	93.0	-5.1	-3.0	-3.2
O=C(N=Nc1c(O)[nH]c2ccc(Br)cc12)c1cc(-c2cccs2)nc2ccccc12	nt	nt	101.0	7.7	12.6	98.0	-5.1	0.0	3.2
CSc1nc(N)c(C(=O)NC2CCCCC2)s1	0.5	-0.8	104.0	3.7	29.8	98.0	-5.0	5.0	-10.3
Cc1ccc(-c2nc(CS(=O)CC(=O)N3CCN(c4ccc(F)cc4)CC3)c(C)o2)cc1 (configuration not stated)	-0.1	7.3	107.0	10.9	36.8	106.0	-8.5	10.0	-7.7
CC(C)c1ccc(NC2=NCC(=O)N2Cc2cccs2)cc1	-2.2	-1.0	103.0	5.1	-28.9	99.0	-1.9	1.0	-1.1
CCc1nnc(N/N=C/c2ccccc2F)n1N	1.4	0.4	101.0	-14.8	-0.6	99.0	-0.8	-7.0	-7.9
Clc1cccc(Oc2cnc3ccccc3n2)c1	-2.5	-1.3	104.0	29.3	16.9	104.0	-3.9	3.0	-10.6
COc1cc(/C=C2/C(=N)N3N=C(C(C)C)SC3=NC2=O)ccc1OS(=O)(=O)c1ccccc1	0.1	3.2	103.0	8.8	31.9	92.0	-6.4	-8.0	-4.9
O=C(NC1CCCC1)c1cnn2c(C(F)(F)F)cc(-c3ccc4c(c3)OCO4)nc12	-1.1	-0.6	99.0	2.9	2.9	96.0	nt	-2.0	-8.7
CCOCc1nnc(NC(=O)c2cccs2)s1	0.7	1.6	100.0	-20.1	7.3	104.0	-2.1	2.0	-3.8
O=C(N/N=C/c1ccc2nccnc2c1)c1ccncc1	0.5	0.4	105.0	-4.9	-14.0	99.0	-5.1	-1.0	7.6
O=C(NCC1CCCO1)c1ccc[nH]1 (configuration not stated)	0.7	0.8	101.0	7.0	-10.9	100.0	-2.5	1.0	-8.3
COc1ccc(-c2nc(C)c(C(C)=O)n2O)cc1OC	-2.2	0.6	105.0	nt	16.5	103.0	-3.2	3.0	-9.2
COc1ccc(C(=O)Nc2cccc(NC(=O)c3cccs3)c2)cc1OC	3.0	1.5	102.0	22.7	46.6	104.0	-2.6	0.0	-13.4
O=C(CCCl)Nc1nc2c(s1)CCc1ccccc1-2	-1.9	1.4	102.0	22.5	35.1	100.0	-11.6	5.0	-9.2
CCC(NC(=O)COc1cc2c(c3oc(=O)c(C)c(C)c13)CCC(C)(C)O2)C(=O)O (configuration not stated)	-0.3	0.4	106.0	5.4	6.5	102.0	-8.2	8.0	2.5
Brc1cccc(-c2cnco2)c1	-0.1	0.1	102.0	-6.5	6.6	107.0	-7.1	4.0	-13.8
COc1ccccc1CNC(=O)C1CCN(S(=O)(=O)c2cccc3cccnc23)CC1	-0.1	0.2	109.0	-5.2	-4.5	114.0	-1.3	5.0	-5.4
O=C(O)CN=C(NS(=O)(=O)c1ccccc1)c1ccccc1	0.5	0.6	103.0	nt	-2.3	106.0	-0.8	10.0	-6.7
CCCCNC(=O)c1onc(CSc2ccc(F)c(F)c2)c1C(=O)NCCCC	1.1	1.5	110.0	nt	nt	109.0	1.9	4.0	nt

Bioassay records from PubChem BioAssay.
